Rab9 promoter act: activates the Rab9 promoter. Huh7 Rab9 promoter-luciferase reporter, luminescence, 24 h. Potency, µM (titrated, usually from 9.22 µM), for the others: at the top dose activation, negative = inhibition, hits mostly activators. 320,000 tested, 2.8% active. AID 485297; further: potency means the concentration at half of the fitted maximal effect; % of control where 0% means no effect; nearly all actives have a fitted effect of over 60% in size
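Cells were plated at 1500 per well in reduced-serum medium with 10% FBS and left 2 h. Compound in DMSO was then added for 24 h at 37 °C. Reporter signal was read by luminescence after 10 min with luciferase detection reagent.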
TRPV1 agonist: human TRPV1 agonism; Q8NER1; TRPV1-expressing cells, Fluo-8 calcium influx, agonist mode; activation, % at 8.33 µM; 320,000 tested, 0.19% active; AID 540275; in the data active means activation above about 80%; inconclusive means between about 30% and that limit; further: 0% is about no effect
Target sequence (Q8NER1 whole entry, looked up): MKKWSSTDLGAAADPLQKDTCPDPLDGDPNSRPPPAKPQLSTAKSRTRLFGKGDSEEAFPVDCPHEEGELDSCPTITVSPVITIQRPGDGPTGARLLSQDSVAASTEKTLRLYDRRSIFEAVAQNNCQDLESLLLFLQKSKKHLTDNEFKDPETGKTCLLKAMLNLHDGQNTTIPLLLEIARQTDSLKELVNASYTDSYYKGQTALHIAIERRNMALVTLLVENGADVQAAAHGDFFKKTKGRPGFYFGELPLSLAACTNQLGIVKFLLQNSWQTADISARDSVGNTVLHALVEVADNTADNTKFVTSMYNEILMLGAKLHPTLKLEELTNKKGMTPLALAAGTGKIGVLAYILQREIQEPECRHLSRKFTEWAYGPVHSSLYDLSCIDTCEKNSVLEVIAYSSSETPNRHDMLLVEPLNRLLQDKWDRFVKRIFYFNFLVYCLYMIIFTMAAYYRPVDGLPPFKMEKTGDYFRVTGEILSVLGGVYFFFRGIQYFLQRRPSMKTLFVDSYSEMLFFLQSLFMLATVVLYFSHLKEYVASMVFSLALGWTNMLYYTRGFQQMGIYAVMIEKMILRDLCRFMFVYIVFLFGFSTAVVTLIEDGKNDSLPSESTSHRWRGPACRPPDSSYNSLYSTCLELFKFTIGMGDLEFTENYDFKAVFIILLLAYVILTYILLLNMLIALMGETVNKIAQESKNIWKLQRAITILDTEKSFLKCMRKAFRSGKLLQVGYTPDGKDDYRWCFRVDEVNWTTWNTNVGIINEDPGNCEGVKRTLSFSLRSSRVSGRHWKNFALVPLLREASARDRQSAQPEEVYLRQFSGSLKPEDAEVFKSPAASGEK
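Fluo-8 calcium influx in TRPV1-expressing cells, kinetic read (ex 480/em 520 nm). Compound added and read 3 min for agonist activity, followed by capsaicin at EC20 final and 2 min further read for enhancement.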
NPC1 prom act: activators of NPC1 promoter; Huh7 NPC1 promoter luciferase reporter, 24 h; Potency, µM (highest dose often 9.22 µM), for inactives: top-dose activation, usual class: activators; 320,000 tested, 2.4% active; AID 485313;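 further: potency means the concentration at half of the fitted maximal effect; % of control where 0% means no effect; nearly all actives have a fitted effect of over 60% in size; reporter is driven by a mutant NPC1 promoter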
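Luminescence read-out of NPC1 promoter-driven luciferase in stably transfected Huh7 cells; compounds delivered in DMSO and left 24 h at 37C, 5% CO2, qHTS titration format.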
p53 reactivation: restores transcriptional activity of mutant p53 | H1299 p53-A138V BP100-luciferase reporter, luminescence, 24 h | Potency, µM (highest dose often 92.2 µM), for inactives: at the top dose activity change, positive = activation, hits mostly activators | 320,000 tested, 0.063% active | AID 504706; further: potency means the concentration at half of the fitted maximal effect; % of control where 0% means no effect; nearly all actives have a fitted effect of over 45% in size
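p53-null H1299 cells stably carrying temperature-sensitive p53-A138V and a BP100-luciferase reporter were pinned with compounds (4-point, 1:5 series) and held 24 hrs at 37 deg C. Luminescence was read 10 min after detection reagent.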
Tb PFK inh: blocks T. brucei phosphofructokinase. Potency, µM (doses to about 57.5 µM), inactives show at the top dose activity, negative = inhibition, usual class: inhibitors. O15648. T. brucei PFK, ADP-Glo luminescence. 330,000 tested, 0.17% active. AID 485367;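 further: potency means the concentration at half of the fitted maximal effect; 0% = uninhibited 1x PFK enzyme wells and -100% = no-enzyme wells; nearly all actives have a fitted effect of over 60% in size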
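Activity is normalized to no-enzyme wells (full inhibition) and 1.25 nM enzyme wells (no inhibition). Reaction: 0.5 mM F6P, 0.1 mM ATP, 45 min RT, ADP-Glo luminescence; concentration-response curves fitted and classed by quality.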
RORgamma inh: inhibitors of mouse ROR gamma transcriptional activity; 310,000 tested, 5.4% active; Drosophila S2 Gal4-RORgamma UAS-luciferase reporter, 20 h; AID 2551; Potency, µM (titrated, usually from 53.6 µM), without a hit: top-dose activity change, negative = inhibition, most hits filed as inhibitors; further: potency means the concentration at half of the fitted maximal effect; on the % scale 0 is the no-effect control and ±100 the full control effect; nearly all actives have a fitted effect of over 60% in size
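Drosophila S2 cells stably expressing Gal4-DBD/mouse RORγ fusion under metallothionein promoter plus UAS-luciferase; compound 1 h, then 700 uM CuSO4 induction for 20 h at ambient temperature; inhibition read as reduced luminescence.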
ELG1 DNA repair: ELG1-dependent DNA repair inhibition; HEK293T ELG1-luciferase reporter, luminescence, 16 h; DNA damage induced by 5-fluorouridine; Potency, µM (titrated, usually from 46.1 µM), inactives show at the top dose activity change, negative = inhibition, usual class: inhibitors; 330,000 tested, 2.3% active; further: potency means the concentration at half of the fitted maximal effect; on the % scale 0 is the no-effect control and ±100 the full control effect; nearly all actives have a fitted effect of over 55% in size
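5-Fluorouridine DNA damage + compound/DMSO, 2,000 cells/well, 16 h, 37 °C/5% CO2. ONE-Glo, 30 min RT, luminescence. Readout = decrease in reporter signal.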
ELG1 genotoxic: inducers of genotoxicity in HEK293T ELG1-luciferase cells | HEK293T ELG1-luciferase reporter, luminescence, 16 h | Potency, µM (highest dose often 46 µM), inactives show top-dose activity change, positive = activation, usual class: activators | 330,000 tested, 1.3% active | AID 504466; further: potency means the concentration at half of the fitted maximal effect; % of control where 0% means no effect; nearly all actives have a fitted effect of over 60% in size
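HEK293T cells expressing luciferase-tagged ELG1 were exposed to compound or DMSO vehicle for 16 hr at 37 °C and 5% CO2. Luciferase activity was then measured with ONE-Glo after 30 min at room temperature.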
VP16 counter: Gal4-VP16 reporter inhibition counter-screen | Drosophila S2 Gal4-VP16 UAS-luciferase, luminescence, 20 h | Potency, µM (highest dose often 53.6 µM), without a hit: at the top dose activity, negative = inhibition, hits mostly inhibitors | 310,000 tested, 3.5% active | AID 2546;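 further: Gal4-VP16 expression switched on by copper sulfate through the metallothionein promoter; potency means the concentration at half of the fitted maximal effect; on the % scale 0 is the no-effect control and ±100 the full control effect; nearly all actives have a fitted effect of over 50% in size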
FLuc modulator: firefly luciferase modulation, counter-screen for miR-21 project. P08659. purified FLuc, Km substrates, luminescence inhibition. Potency, µM (series often up to 57.5 µM), for inactives: at the highest dose activity change, negative = inhibition, hits mostly inhibitors. 360,000 tested, 6.9% active. AID 588342;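 further: potency means the concentration at half of the fitted maximal effect; plate controls were vehicle for no effect and reference inhibitor for full effect; nearly all actives have a fitted effect of over 55% in size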
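Purified P. pyralis luciferase, 10 nM final, with Km-level 10 uM D-luciferin and 10 uM ATP in 50 mM Tris acetate pH 7.5, 10 mM Mg acetate, 0.01% Tween-20, 0.05% BSA; 6-point qHTS titration about 60 µM downward; luminescence read.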
BRCA1 expr act: activators of BRCA1 expression; MCF7-BRCA1-FFLuc reporter, luminescence, 48 h; response scale: scaled: vehicle 0%, 10 µM genistein 100%; 380,000 tested, 1.1% active; Potency, µM (highest dose often 46.1 µM), for inactives: at the top dose activation, usual class: activators; further: potency means the concentration at half of the fitted maximal effect; nearly all actives have a fitted effect of over 80% in size; some results filed as inactive show a strong effect at the top dose
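48 h compound treatment of MCF7-BRCA1-FFLuc cells (phenol-red free MEM, 37 °C), then 15 min with luciferase substrate and luminescence imaging.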
* = called active by the depositor; ? = inconclusive; nt = not tested or not shown; [ ] = another dose, or the depositor's remark. Unless noted, the call rests on the fitted dose curve; in most records, active means well fitted curve in the direction sought with a large enough effect; inconclusive means small, poorly fitted or top-dose-only effect, or another doubt; inactive means no such curve, though single readings can be large; an effect the other way counts as inactive or inconclusive.

Results follow in this order: BRCA1 expr act, ELG1 DNA repair, p53 reactivation, VP16 counter, TRPV1 agonist, Tb PFK inh, ELG1 genotoxic, RORgamma inh, FLuc modulator, NPC1 prom act, Rab9 promoter act
Cc1ccc(S(=O)(=O)N2CCC(C(=O)N[C@@H](C)C(=O)NC3CCCCC3)CC2)cc1
 : -23.0%, -1.5%, -2.4%, -4.1%, -1.9, 0.3%, -2.1%, 14.0%, 2.9%, 0.3%, -3.4%
CN(CC(=O)Nc1ccc(Cl)cc1)C1CCCCC1
 : -10.0%, 6.0%, nt, -6.9%, ?, 0.6%, -0.8%, 7.9%, 5.4%, 2.4%, -3.9%
O=C(Oc1ccc([N+](=O)[O-])cc1)C1CC(=O)N(c2ccc3c(c2)OCCO3)C1 (centres undefined)
 : 11.5%, ?, 4.7%, nt, nt, -17.4%, -3.7%, nt, nt, nt, nt
CCN1CCCC1CNS(=O)(=O)c1ccc(F)c(Cl)c1 (centres undefined)
 : 7.0%, 6.7%, -3.2%, -0.7%, 1.9, -2.9%, -0.7%, 17.7%, -1.2%, -0.8%, 15.7%
Nc1cccc2c1C(=O)N(C(=O)c1ccc(S(=O)(=O)N3CCCCCC3)cc1)C2=O
 : -3.6%, -3.2%, -1.1%, -6.3%, -0.9, -5.5%, -2.0%, -4.6%, -5.5%, -0.4%, 1.4%
COc1ccc(CCN2C(=O)c3[nH]nc(-c4ccccc4O)c3C2c2ccccc2)cc1OC (centres undefined)
 : -81.9%, 13µM*, -5.9%, -28.3%, 5.8, 0.9%, -18.5%, -24.5%, 11.5%, 0.3%, -0.4%
Cc1ccccc1Cn1c(C(C)O)nc2ccccc21 (centres undefined)
 : -3.5%, -7.6%, -3.4%, -2.1%, 15.9, -1.6%, -0.7%, -11.1%, -0.4%, -1.2%, -3.9%
O=C(Nc1ccc(OCC(=O)N2CCN(S(=O)(=O)c3ccccc3)CC2)cc1)c1ccco1
 : 11.4%, -5.2%, -2.1%, 1.5%, -1.5, -0.1%, -4.3%, 37.3%, 10.7µM*, 3.4%, -0.8%
CC1CCc2nc(NC(=O)C3COc4ccccc4O3)sc2C1 (centres undefined)
 : -25.7%, ?, -2.7%, 10µM*, ?, -1.0%, ?, ?, 0.536µM*, ?, ?
CCn1c(SCC(=O)c2cccs2)nnc1-c1ccco1
 : 54.1%, ?, ?, -5.2%, -0.4, -1.8%, 17.3%, 20.5%, 21.3µM*, 17.3%, 21.0%
Cc1cccc(N2CCN(Cc3cn(C)nc3-c3ccccc3F)CC2)n1
 : -57.7%, -1.3%, -3.4%, -5.8%, -0.7, 6.0%, -0.1%, -27.4%, -2.4%, -30.6%[inhibitor], -20.6%
O=C(COc1ccccc1Cl)NCc1nc(-c2ccccc2)no1
 : -0.1%, 16.1%, -3.8%, -10.4%, 15.0, 7.6%, -1.1%, -1.6%, 0.6%, -4.1%, -1.0%
COc1ccc(N(C)S(=O)(=O)c2ccc3c(c2)NC(=O)CO3)c(OC)c1
 : -17.9%, -9.3%, -8.6%, -4.1%, -0.6, 0.4%, -3.5%, -19.0%, 2.9%, -8.0%, -1.6%
Cc1cc(C(=O)N/N=C2\CCCc3ccccc32)c(C)o1
 : ?, ?, 14.3%, 14.2%, 14.7, -2.9%, 7.1%, -11.4%, ?, 28.1%, ?
Cc1ccc(S(=O)(=O)NC(C)C(=O)NC2CC2)cc1 (centres undefined)
 : 2.3%, -4.7%, 0.0%, -7.0%, 2.6, -3.2%, 0.1%, -0.4%, -1.2%, 3.1%, -5.2%

Complete entries, looked up by structure. Screens in order: BRCA1 expr act, ELG1 DNA repair, p53 reactivation, VP16 counter, TRPV1 agonist, Tb PFK inh, ELG1 genotoxic, RORgamma inh, FLuc modulator, NPC1 prom act, Rab9 promoter act
Cc1ccc(S(=O)(=O)N2CCC(C(=O)N[C@@H](C)C(=O)NC3CCCCC3)CC2)cc1 is listed as -23.0%, -1.5%, -2.4%, -4.1%, -1.9, 0.3%, -2.1%, 14.0%, 2.9%, 0.3%, -3.4%
COc1ccc(N(C)S(=O)(=O)c2ccc3c(c2)NC(=O)CO3)c(OC)c1 is listed as -17.9%, -9.3%, -8.6%, -4.1%, -0.6, 0.4%, -3.5%, -19.0%, 2.9%, -8.0%, -1.6%

The listing continues:
Results follow in this order: BRCA1 expr act, ELG1 DNA repair, p53 reactivation, VP16 counter, TRPV1 agonist, Tb PFK inh, ELG1 genotoxic, RORgamma inh, FLuc modulator, NPC1 prom act, Rab9 promoter act
COc1cc(OC)cc(C(=O)NCC(=O)OCC(=O)N2c3ccccc3NC(=O)C2(C)C)c1
 : -17.0%, -10.9%, 2.4%, -8.2%, -0.4, -7.4%, -0.7%, -21.8%, 6.4%, 3.1%, -4.7%
Cc1nn(CC(=O)NC2CCC(C)CC2)c(=O)c(C#N)c1C (centres undefined)
 : 1.6%, 0.0%, -6.5%, nt, -2.6, -6.3%, 1.5%, nt, 2.2%, -2.5%, -1.8%
CCN1CCN(CC(=O)NC2CCCC2)C(=O)C1=O
 : 0.2%, 4.8%, -1.5%, 1.3%, -0.1, 4.6%, 0.1%, -0.3%, 6.6%, -0.5%, -6.0%
COc1ccc(O)c(/C=C2/SC(=S)N(Cc3ccccc3)C2=O)c1
 : -26.4%, -3.0%, 10.4%, 17.4%, 18.0, -4.4%, 4.5%, -9.5%, ?, 13.9%, 1.2%
COc1ccc(-n2nnnc2-c2ccccc2)cc1
 : -80.5%, ?, 12.9%, 5.7%, -2.1, 1.3%, ?, 0.8%, -4.5%, -25.1%, -25.9%
CC(=O)Nc1ccc(S(=O)(=O)N2CCN(c3ccc([N+](=O)[O-])c(NCCN4CCOCC4)c3)CC2)cc1
 : -21.5%, ?, -12.7%, -1.8%, -3.2, -5.4%, 0.2%, 29.2%, 2.4%, -0.3%, 1.1%
Cc1cccn2c(=O)c(C=Nc3ccccc3)c(NCc3ccco3)nc12
 : -60.9%, -3.8%, 24.6%, 0.2%, 15.1, -1.0%, 3.3%, -33.3%, -3.1%, -3.4%, 1.2%
C=CCOC(=O)C1=C(C)NC2(O)c3ccccc3C(=O)C12O (centres undefined)
 : -3.0%, 9.2%, -7.0%, -14.2%, -0.3, -0.9%, -2.1%, 27.9%, -1.0%, 7.9%, 6.4%
O[C@H]1c2ccccc2[C@H](Cc2cncs2)[C@@H]1Br
 : 5.9%, ?, 0.6%, nt, -0.1, 2.8%, 6.8%, nt, 0.3%, 0.0%, 0.6%
CN(CC(=O)Nc1ccccc1C(F)(F)F)C(=O)CSc1nnc(N)s1
 : -5.0%, 0.7%, 9.8%, nt, nt, 18.0%, 6.4%, nt, nt, nt, nt
COc1ccc(S(=O)(=O)Nc2ccc3c(c2)C(=O)N([C@H](C)CO)C[C@H](C)[C@@H](CN(C)C(=O)Nc2ccc(C(F)(F)F)cc2)O3)cc1
 : -27.7%, -9.2%, 4.7%, nt, nt, 8.8%, 1.7%, nt, nt, nt, nt
CC(C)(C)Nc1nc(C(N)=O)nc(N2CCOCC2)n1
 : -81.1%, 17.6%, -8.0%, -16.9%, 16.4, -2.7%, 2.5%, -38.1%, 3.0%, -6.7%, -10.0%
CS(=O)(=O)N(CCc1ccccc1)CC(=O)NCc1cccnc1
 : -25.9%, 6.3%, 0.3%, 5.6%, 0.5, -19.5%, 3.3%, -18.1%, 3.8%, 0.4%, -1.2%
COc1cc(C(=O)N=c2sc3c(C)ccc(OC)c3n2C)cc(OC)c1OC
 : 25.7%, -5.2%, 6.6%, -1.3%, 7.8, 0.8%, 4.2%, 8.7%, ?, -1.3%, 2.0%
Cc1ccc(S(=O)(=O)N(C)/N=C/c2ccc(C(=O)O)cc2)cc1
 : 5.5%, 12.4%, 0.4%, 0.5%, -4.0, 7.6%, -0.5%, ?, ?, -1.2%, -6.2%
Cc1nn(S(=O)(=O)N2CCOCC2)c(C)c1Br
 : 3.2%, 6.9%, 4.0%, -15.3%, 1.4, 4.3%, -0.5%, 0.5%, -0.4%, -2.3%, 2.7%
N=C1C(c2nc3ccccc3[nH]2)=C(O)CN1NC(=O)c1c[nH]c2ccccc12
 : -11.4%, ?, 6.0%, -15.1%, -3.1, -0.3%, -0.5%, 11.7%, -9.6%, -1.4%, -0.1%
CCCCCN(C(=O)CCC(=O)OCC(=O)N(C)Cc1ccc(C)cc1)c1c(N)n(CCCC)c(=O)[nH]c1=O
 : -20.1%, 0.0%, -5.0%, 6.9%, -2.4, 0.2%, 1.9%, -2.6%, 4.1%, -0.1%, 9.8%

Source: PubChem BioAssay
